From PubChem BioAssay
KB-3-1 cytotox – qHTS assay for MDR1-selective chemotherapeutics: Primary screen using the parental adenocarcinoma cell KB-3-1; Potency, µM (highest dose often 46.1 µM), inactives show top-dose activity change, negative = cytotoxic, usual class: cytotoxic; AID 1347075, 2019; KB-3-1 viability, CellTiter-Glo ATP luminescence, 72 h; hit rate 1.4% among 400,000; further: potency means the concentration at half of the fitted maximal effect; on the % scale 0 is the no-effect control and ±100 the full control effect; nearly all actives have a fitted effect of over 60% in size
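Cells are dispensed, compounds pinned in, plates held at 37 °C for 72 h, then CellTiter-Glo is added and luminescence read after 10 minutes. Cell line: parental KB-3-1 in phenol-red-free DMEM, 10% FBS.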
HT1080-NT tox – qHTS for induction of synthetic lethality in tumor cells producing 2HG: qHTS for the HT-1080-NT fibrosarcoma cell line | HT-1080-NT fibrosarcoma viability, CellTiter-Glo ATP luminescence, 48 h | Potency, µM (series often up to 46.1 µM), inactives show at the top dose activity, negative = less viability, usual class: cytotoxic | hit rate 1.6% among 360,000;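 further: NT is the 2HG producing partner of a matched IDH1 knockdown line; potency means the concentration at half of the fitted maximal effect; 0% = DMSO-treated cells and -100% = media-only wells without cells; nearly all actives have a fitted effect of over 55% in size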
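A 48-hour cytotoxicity screen used HT-1080-NT cells plated 2 hours before compound delivery. ATP-based CellTiter-Glo luminescence measured viability, normalized to DMSO and no-cell controls.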
ATXN2 expr inh – Primary qHTS for Inhibitors of ATXN expression; HEK-293 ATXN2-luciferase reporter, luminescence, 24 h; Potency, µM (titrated, usually from 57 µM), without a hit: top-dose activity change, negative = inhibition, usual class: inhibitors; hit rate 0.72% among 360,000; further: potency means the concentration at half of the fitted maximal effect; on the % scale 0 is the no-effect control and ±100 the full control effect; nearly all actives have a fitted effect of over 55% in size
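ATXN2-luciferase reporter cells (luciferase flanked by upstream and downstream ATXN2 gene portions) were treated 24 h at 37 °C with compounds at up to 57 uM. SteadyGlo luminescence gave expression; GF-AFC fluorescence gave viability.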
IL-1B inflam inh – qHTS for Inhibitors of Inflammasome Signaling: IL-1-beta AlphaLISA Primary Screen. THP-1 LPS/ATP IL-1B secretion, AlphaLISA, 16 h; active compounds read low. activity change, % at 57.5 µM. AID 743279, 2014. hit rate 4.7% among 360,000; in the data active means activity change below about -50%; inconclusive means mostly about -30% to -49%; further: on the % scale 0 is the no-effect control and ±100 the full control effect
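THP-1 cells pretreated 1 hr with compounds (up to 57.5 uM final), then stimulated with LPS (250 ng/mL final) plus ATP (1.25 mM final); secreted IL-1B measured by AlphaLISA after 16 hr, decreased signal indicating inhibition.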
SW480 rerep – A quantitative high throughput screen for small molecules that induce DNA re-replication in SW480 colon adenocarcinoma cells; SW480 DNA re-replication, Hoechst DNA content imaging, 48 h; Potency, µM (doses to about 46.1 µM), for inactives: at the highest dose re-replication activation, usual class: activators; hit rate 1.8% among 340,000; AID 624297, 2012; further: potency means the concentration at half of the fitted maximal effect; % of control where 0% means no effect; nearly all actives have a fitted effect of over 55% in size
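First, 250 cells per well were seeded. Next, compound or vehicle (23 nL) was pinned in, plates sat 48 hr at 37 C. Finally Hoechst was added for 40 min before fluorescence scanning.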
HT1080 IDH1KD tx – qHTS for induction of synthetic lethality in tumor cells producing 2HG: qHTS for the HT-1080-IDH1KD cell line; HT-1080 IDH1 knockdown viability, ATP luminescence, 48 h; Potency, µM (doses to about 46.1 µM), for the others: top-dose activity, negative = toxicity, most hits filed as cytotoxic; hit rate 2% among 360,000;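 further: potency means the concentration at half of the fitted maximal effect; 0% = DMSO wells and -100% = cell-free medium wells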
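HT-1080-IDH1KD cells (IDH1 knocked down), 750/well in RPMI with 5% FBS, treated with compound 48 h at 37 degrees C. Viability by CellTiter-Glo luminescence, normalised to DMSO and no-cell wells; concentration-response curves classed.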
MCF10A rerep – A quantitative high throughput screen for small molecules that induce DNA re-replication in MCF 10a normal breast cells | MCF 10A DNA re-replication, Hoechst nuclear intensity, 48 h | Potency, µM (series often up to 46.1 µM), without a hit: top-dose activity, positive = re-replication, most hits filed as activators | hit rate 2.9% among 350,000 | AID 624296, 2012; further: potency means the concentration at half of the fitted maximal effect; % of control where 0% means no effect; nearly all actives have a fitted effect of over 50% in size
WRN inhibitor – qHTS for Inhibitors of WRN Helicase; Potency, µM (doses to about 114 µM), for the others: at the top dose activity change, negative = inhibition, usual class: inhibitors; WRN helicase unwinding, fluorescent forked duplex, kinetic; hit rate 0.46% among 360,000; Bifunctional 3'-5' exonuclease/ATP-dependent helicase WRN (Homo sapiens), Q14191; further: potency means the concentration at half of the fitted maximal effect; on the % scale 0 is the no-effect control and ±100 the full control effect; nearly all actives have a fitted effect of over 55% in size
Target sequence (Q14191 whole entry, looked up): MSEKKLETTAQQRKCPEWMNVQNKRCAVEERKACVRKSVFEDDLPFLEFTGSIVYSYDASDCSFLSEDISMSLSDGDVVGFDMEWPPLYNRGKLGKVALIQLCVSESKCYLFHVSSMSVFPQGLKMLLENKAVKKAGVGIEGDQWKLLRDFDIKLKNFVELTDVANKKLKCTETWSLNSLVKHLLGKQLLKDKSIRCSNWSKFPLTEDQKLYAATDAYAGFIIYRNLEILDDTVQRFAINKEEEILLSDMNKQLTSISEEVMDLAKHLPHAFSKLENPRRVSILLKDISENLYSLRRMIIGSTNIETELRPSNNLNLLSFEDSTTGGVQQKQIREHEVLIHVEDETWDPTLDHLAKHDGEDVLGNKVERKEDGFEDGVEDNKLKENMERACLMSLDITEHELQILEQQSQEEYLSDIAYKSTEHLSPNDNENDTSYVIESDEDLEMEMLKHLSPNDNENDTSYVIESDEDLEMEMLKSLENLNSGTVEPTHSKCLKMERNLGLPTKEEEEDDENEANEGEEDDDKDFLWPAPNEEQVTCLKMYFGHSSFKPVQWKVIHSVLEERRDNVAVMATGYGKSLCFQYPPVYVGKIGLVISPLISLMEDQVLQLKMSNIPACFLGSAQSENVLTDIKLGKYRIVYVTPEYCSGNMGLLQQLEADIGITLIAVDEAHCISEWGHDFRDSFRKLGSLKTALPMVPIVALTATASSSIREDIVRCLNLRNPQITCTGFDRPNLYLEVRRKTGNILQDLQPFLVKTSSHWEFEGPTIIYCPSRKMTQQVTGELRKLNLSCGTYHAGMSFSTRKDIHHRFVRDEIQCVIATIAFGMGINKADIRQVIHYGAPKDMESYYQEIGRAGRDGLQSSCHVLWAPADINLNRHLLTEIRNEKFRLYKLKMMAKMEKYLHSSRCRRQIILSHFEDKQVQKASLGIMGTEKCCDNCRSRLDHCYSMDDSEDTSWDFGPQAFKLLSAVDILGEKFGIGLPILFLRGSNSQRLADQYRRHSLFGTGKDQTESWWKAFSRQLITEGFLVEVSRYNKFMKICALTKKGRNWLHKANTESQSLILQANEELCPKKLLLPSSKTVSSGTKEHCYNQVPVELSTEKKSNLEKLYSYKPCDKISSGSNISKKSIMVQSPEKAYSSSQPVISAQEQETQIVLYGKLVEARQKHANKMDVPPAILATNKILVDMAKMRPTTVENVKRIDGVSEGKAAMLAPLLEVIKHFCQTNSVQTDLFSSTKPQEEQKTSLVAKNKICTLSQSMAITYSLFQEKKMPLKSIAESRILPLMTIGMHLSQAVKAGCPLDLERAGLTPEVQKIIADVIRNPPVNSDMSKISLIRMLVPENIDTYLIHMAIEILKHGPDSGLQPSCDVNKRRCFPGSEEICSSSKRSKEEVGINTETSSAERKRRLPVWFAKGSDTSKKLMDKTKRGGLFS
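WRN at 20 nM final was preincubated with compound for 15 min at room temperature; reaction started with 100 nM forked duplex oligonucleotide carrying fluorophore and quencher plus 2 mM ATP (final). Unwinding followed kinetically by red fluorescence (ex 525/em 598 nm).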
KB-V1 cytotox – qHTS assay for MDR1-selective chemotherapeutics: Primary screen using the drug-selected MDR subline cells KB-V1; KB-V1 MDR cells viability, CellTiter-Glo, 72 h; Potency, µM (titrated, usually from 46.1 µM), for the others: top-dose activity change, negative = cytotoxicity, hits mostly cytotoxic; hit rate 3.4% among 400,000; AID 1347076, 2019; further: potency means the concentration at half of the fitted maximal effect; on the % scale 0 is the no-effect control and ±100 the full control effect; nearly all actives have a fitted effect of over 60% in size
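KB-V1 MDR subline cells in DMEM (phenol-red free, 10% FBS) exposed to compounds in qHTS concentration series for 72 h at 37 degrees C. Viability read by CellTiter-Glo luminescence; concentration-effect curves fitted after normalization and correction.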
* = called active by the depositor; ? = inconclusive; nt = no result given; [ ] = another dose, or the depositor's remark. Unless noted, the call rests on the fitted dose curve; in most records, active means well fitted curve in the direction sought with a large enough effect; inconclusive means small, poorly fitted or top-dose-only effect, or another doubt; inactive means no such curve, though single readings can be large; an effect the other way counts as inactive or inconclusive.

Structure | KB-3-1 cytotox | HT1080-NT tox | ATXN2 expr inh | IL-1B inflam inh | SW480 rerep | HT1080 IDH1KD tx | MCF10A rerep | WRN inhibitor | KB-V1 cytotox
COc1ccccc1-c1sc2ccccc2c1-c1cnc(N2CCOCC2)nc1 | -3% | -10% | 7% | 0 | nt | -15% | nt | 0% | 20%
NC1=NC(=O)C2(COC(c3ccncc3)OC2)S1 (stereo unspecified) | -2% | 16% | -12% | -11 | -4% | ? | 0% | 14%[57.1 µM] | 12%
O=C(Nc1nccs1)c1cn2ccccc2n1 | -20% | 1% | nt | 0 | ? | -6% | -1% | -6% | -6%
CCCc1nc2n[nH]c(N)c2c2c1CCC2 | -1% | -2% | -1% | -12 | -6% | 0%[9.24 µM] | -1% | -2% | -21%
Cc1cc(C)cc(OCCN2CCOCC2)c1 | 16% | 3% | -1% | 8 | 4% | 3% | -2% | 1% | ?
Cc1cc(C)c2[nH]c(=O)c(C(c3nnnn3C(C)(C)C)N3CCN(C(=O)c4ccco4)CC3)cc2c1 (stereo unspecified) | 1% | -5% | -5% | -11 | -1% | -7%[9.24 µM] | 1% | -8%[57.1 µM] | 0%
CCOc1cc(S(=O)(=O)NCc2ccccc2)ccc1F | -1% | 0% | 7% | 10 | 18% | -1% | -7% | -4% | -9%
COc1ccc(CN2CCC(n3nccc3NC(=O)C3CC3)CC2)cc1O | 0% | -1% | 5% | -11 | 3% | 3% | 0% | -22% | 15%
CCOCC(=O)Nc1nc2ccc(C)cc2s1 | -16% | -3% | 15% | 22 | 4% | -12% | ? | -2% | -2%
O=C(NNC(=O)c1ccc(Cl)cc1Cl)c1ccncc1 | -4% | 7% | 4% | 25 | 0% | 0% | -1% | -10% | -6%

Three structures out of the list, sorted by count of non-hydrogen atoms, rising.
Structure | KB-3-1 cytotox | HT1080-NT tox | ATXN2 expr inh | IL-1B inflam inh | SW480 rerep | HT1080 IDH1KD tx | MCF10A rerep | WRN inhibitor | KB-V1 cytotox
CCCc1nc2n[nH]c(N)c2c2c1CCC2 | -1% | -2% | -1% | -12 | -6% | 0%[9.24 µM] | -1% | -2% | -21%
NC1=NC(=O)C2(COC(c3ccncc3)OC2)S1 (stereo unspecified) | -2% | 16% | -12% | -11 | -4% | ? | 0% | 14%[57.1 µM] | 12%
O=C(NNC(=O)c1ccc(Cl)cc1Cl)c1ccncc1 | -4% | 7% | 4% | 25 | 0% | 0% | -1% | -10% | -6%

(listing goes on)
Structure | KB-3-1 cytotox | HT1080-NT tox | ATXN2 expr inh | IL-1B inflam inh | SW480 rerep | HT1080 IDH1KD tx | MCF10A rerep | WRN inhibitor | KB-V1 cytotox
CS(=O)(=O)N(Cc1ccc(C(=O)NN=C2CCCCCC2)cc1)c1ccccc1 | 10% | 3% | -25% | 24 | ? | -5% | -27% | 8% | -2%
CCCOc1ccc(S(=O)(=O)N2CCOCC2)cc1[N+](=O)[O-] | -1% | 2% | -21% | 10 | -7% | -4% | 0% | -11% | -28%
C=CCn1c(-c2ccncc2)n[nH]c1=S | 2% | 0% | 0% | -6 | 0% | 1% | ? | -3% | 2%
Cc1nnsc1SC(C)C(=O)O (stereo unspecified) | 3% | 19% | 1% | 7 | 3% | 14% | -1% | -7% | 8%
COc1cc(C)c(C(C)C)cc1S(=O)(=O)NC1CC(C)(C)NC(C)(C)C1 | 0% | ? | -6% | -29 | -1% | -12% | ? | 13% | 16%
CC(C)(C)S(=O)N1Cc2cc(C(=O)NCc3ccc4c(c3)OCO4)nc(-c3cccc(-c4ccccc4)c3)c2[C@@H]1CCO (stereo partly specified) | 0% | -1% | -12% | -28 | nt | 1% | nt | -4% | 14%
O=C1CC(N2CCN(c3ccccc3)CC2)C(=O)N1c1ccc(Cl)cc1 (stereo unspecified) | 5% | 3% | nt | 16 | 14% | 1% | -2% | -1% | 1%
CC1(C)NC(=O)N(CC(=O)OCC(=O)Nc2cc(S(=O)(=O)N3CCCCCC3)ccc2Cl)C1=O | 14% | 15% | 5% | -6 | -5% | 16% | 5% | -3% | -1%
Nn1c(=S)[nH]c2sc3c(c2c1=O)CCCC3 | ? | 12% | 11% | 11 | -7% | 9% | 3% | -19% | -6%
Cc1cc(N/C(=N/S(=O)(=O)c2ccc(F)cc2)c2ccccc2)n(-c2ccccc2)n1 | 1% | -25% | -26% | -2 | 4% | -2% | 0% | 8% | 13%

Reformatted with each value named: part of the list above
> CS(=O)(=O)N(Cc1ccc(C(=O)NN=C2CCCCCC2)cc1)c1ccccc1
  KB-3-1 cytotox: 10%
  HT1080-NT tox: 3%
  ATXN2 expr inh: -25%
  IL-1B inflam inh: 24
  SW480 rerep: ?
  HT1080 IDH1KD tx: -5%
  MCF10A rerep: -27%
  WRN inhibitor: 8%
  KB-V1 cytotox: -2%

> CCCOc1ccc(S(=O)(=O)N2CCOCC2)cc1[N+](=O)[O-]
  KB-3-1 cytotox: -1%
  HT1080-NT tox: 2%
  ATXN2 expr inh: -21%
  IL-1B inflam inh: 10
  SW480 rerep: -7%
  HT1080 IDH1KD tx: -4%
  MCF10A rerep: 0%
  WRN inhibitor: -11%
  KB-V1 cytotox: -28%

> C=CCn1c(-c2ccncc2)n[nH]c1=S
  KB-3-1 cytotox: 2%
  HT1080-NT tox: 0%
  ATXN2 expr inh: 0%
  IL-1B inflam inh: -6
  SW480 rerep: 0%
  HT1080 IDH1KD tx: 1%
  MCF10A rerep: ?
  WRN inhibitor: -3%
  KB-V1 cytotox: 2%

(continued)
Structure | KB-3-1 cytotox | HT1080-NT tox | ATXN2 expr inh | IL-1B inflam inh | SW480 rerep | HT1080 IDH1KD tx | MCF10A rerep | WRN inhibitor | KB-V1 cytotox
CCN1CCN(C(=O)c2ccc(CS(=O)(=O)Cc3ccccc3C)o2)CC1 | 5% | 19% | 3% | 6 | -5% | 1% | 2% | 3% | 11%
CCCCCCN1C[C@H](O)[C@@H](n2cc(-c3ccc(F)cc3)nn2)C[C@@H]1c1ccc(Cl)cc1 | 18µM* | 2% | ? | -27 | nt | -3% | nt | -11% | ?
CCOC(=O)c1nnn(-c2nc(N3CCCC3)nc(N3CCCC3)n2)c1-c1ccccc1 | ? | 1% | -19% | 17 | 17% | 4% | 6% | -33% | -19%
CC(=O)c1c(C)nc(-c2ccccc2)nc1NC(=O)C(C)C | -2% | 14% | -8% | 16 | -5%[9.22 µM] | 18% | 3% | -7% | -17%
CCCC(CCC)C(=O)Nc1ccc2c(c1)N(C(=O)CN1CCN(C)CC1)c1ccccc1CC2 | -7% | -28% | -1% | 0 | -5% | ? | 0% | -1% | 0%
Cc1ccc(N=C2SC(C(=O)O)CC(=O)N2C)cc1C (stereo unspecified) | 12% | 2% | 3%[11.3 µM] | 10 | -19% | 9% | -8% | -16% | 12%
O=C(NC(=S)Nc1ccc(O)cc1)c1ccccc1Cl | -1% | 13% | 43%[activator] | -9 | 6% | -6% | -23% | -8% | -1%
COc1ccc(S(=O)(=O)N2CCCCCC2)cc1NC(=O)Cc1n[nH]c(=O)c2ccccc12 | 9% | -15% | 0% | 13 | 2% | -9% | 5% | -5% | 0%
O=C(COC(=O)c1cnccn1)NCCc1ccc(Cl)cc1 | 0% | 2% | 1% | 12 | -4% | -7% | 1% | -7% | 27%
CCC(C)Nc1nc2c(c(=O)n(C)c(=O)n2C)n1C (stereo unspecified) | 16% | 0% | 0% | 8 | ? | -2% | -2% | -10% | -2%
Cc1oc(-c2cccs2)nc1CN1CCN(CCC(C)C)C(CCO)C1 (stereo unspecified) | -10% | -5% | nt | 10 | ? | -1% | 23µM* | 0% | -7%
CCOC(=O)C1=C(CNCc2ccc(C)cc2)NC(=O)NC1c1ccc(OC)cc1 (stereo unspecified) | ? | ? | -26% | 15 | ? | 9.2µM* | ? | -10% | ?
Cc1ccc(-c2csc(=S)n2CC(=O)OCC(=O)NCc2ccco2)cc1 | 1% | 2% | 43%[activator] | -4 | -1% | -2% | ? | -6% | ?
O=C1CC(N2CCN(c3ccccc3O)CC2)C(=O)N1Cc1ccccc1 (stereo unspecified) | -6% | 4% | 6% | 0 | 6%[1.84 µM] | 0% | 6% | -1%[57.1 µM] | 10%
COc1ccc(C(=O)OCC(=O)c2c(N)n(C)c(=O)n(C)c2=O)c(OC)c1OC | -3% | 2% | 2% | 13 | -40% | 5% | 1% | -13% | 23%
CCn1nc(C)c(CN2CCN(Cc3ccsc3)C(CCO)C2)c1C (stereo unspecified) | -5% | 13% | 2% | 35 | 1%[1.84 µM] | 4% | -26% | 0%[57.1 µM] | -8%
O=Nc1c(-c2ccccc2)cc2ccccn12 | -36% | -4% | -31% | -29 | -10% | 10% | ? | -20% | -3%
Cc1nc2ccccc2c2nc(N)nn12 | 2% | -15% | 0% | 50 | 2% | -18% | -2% | -4% | 14%
CC(C)OC(=O)CSc1ncnc2c1cnn2Cc1ccccc1 | -4% | 6% | 0% | 0 | -7% | 3%[9.24 µM] | 0% | -1% | 3%
Cc1ccc(-n2nnnc2-c2cccnc2)cc1 | 17% | -7% | nt | 0 | -21% | 3% | -2% | -2% | -11%
CC1CCCC(NC(=O)COC(=O)c2sc3ccccc3c2Cl)C1C (stereo unspecified) | 22% | -8% | -5% | 15 | -7% | 3% | -2% | 9% | 3%
O=C(CSc1nc(=O)n(CCCN2CCOCC2)c2c1CCCC2)Nc1cccc(F)c1 | 8% | -1% | 1% | ? | -78%[inhibitor] | 2% | 10% | -1% | 9%
